# Screens (PubChem BioAssay)
# MCF10A rerep = A quantitative high throughput screen for small molecules that induce DNA re-replication in MCF 10a normal breast cells | MCF 10A DNA re-replication, Hoechst nuclear intensity, 48 h | Potency, µM (doses to about 46.1 µM), for inactives: at the top dose activity, positive = re-replication, usual class: activators | 350,000 tested, 2.9% active | AID 624296, 2012; also: potency is read from the fitted curve at half-maximal effect; % of control where 0% means no effect; nearly all actives have a fitted effect of over 50% in size
# KB-3-1 cytotox = qHTS assay for MDR1-selective chemotherapeutics: Primary screen using the parental adenocarcinoma cell KB-3-1 | Potency, µM (titrated, usually from 46.1 µM), for inactives: at the top dose activity change, negative = cytotoxic, hits mostly cytotoxic | KB-3-1 viability, CellTiter-Glo ATP luminescence, 72 h | 400,000 tested, 1.4% active; also: potency is read from the fitted curve at half-maximal effect; % is scaled to controls: 0 for no effect and ±100 for the full control effect; nearly all actives have a fitted effect of over 60% in size
#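 Using CellTiter-Glo luminescence, growth of non-resistant KB-3-1 adenocarcinoma cells is assessed 72 h after pin-tool compound addition at 37 °C. Normalized responses across the concentration series yield fitted curves.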
# HT1080NT lethal = qHTS for induction of synthetic lethality in tumor cells producing 2HG: qHTS for the HT-1080-NT fibrosarcoma cell line | HT-1080-NT fibrosarcoma viability, CellTiter-Glo ATP luminescence, 48 h | Potency, µM (series often up to 46.1 µM), inactives show at the top dose activity, negative = less viability, most hits filed as cytotoxic | 360,000 tested, 1.6% active;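 also: NT is the 2HG producing partner of a matched IDH1 knockdown line; potency is read from the fitted curve at half-maximal effect; 0% = DMSO-treated cells and -100% = media-only wells without cells; nearly all actives have a fitted effect of over 55% in size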
#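 HT-1080-NT fibrosarcoma cells (2HG-overproducing), 750 cells/well in RPMI with 5% FBS, dosed after 2 h and incubated 48 h at 37C. CellTiter-Glo luminescence normalized to DMSO and no-cell wells; concentration-response curves fitted and classed.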
# KB-V1 MDR tox = qHTS assay for MDR1-selective chemotherapeutics: Primary screen using the drug-selected MDR subline cells KB-V1; Potency, µM (highest dose often 46.1 µM), for inactives: top-dose activity change, negative = cytotoxicity, usual class: cytotoxic; KB-V1 MDR cells viability, CellTiter-Glo, 72 h; 400,000 tested, 3.4% active; AID 1347076, 2019; also: potency is read from the fitted curve at half-maximal effect; % is scaled to controls: 0 for no effect and ±100 for the full control effect; nearly all actives have a fitted effect of over 60% in size
#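 Potencies derive from concentration-effect curves fitted to normalized luminescence (CellTiter-Glo) of KB-V1 cells treated for 72 h at 37 degrees C in phenol-red-free DMEM containing 10% FBS.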
# HT1080 IDH1KD tx = qHTS for induction of synthetic lethality in tumor cells producing 2HG: qHTS for the HT-1080-IDH1KD cell line | HT-1080 IDH1 knockdown viability, ATP luminescence, 48 h | Potency, µM (highest dose often 46.1 µM), inactives show top-dose activity, negative = toxicity, most hits filed as cytotoxic | 360,000 tested, 2% active;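 also: potency is read from the fitted curve at half-maximal effect; 0% = DMSO wells and -100% = cell-free medium wells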
#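 CellTiter-Glo luminescence after 48 h compound exposure at 37 degrees C of IDH1-knockdown HT-1080 cells in 5% FBS RPMI. %Activity scaled between DMSO wells and cell-free media wells, with curves fitted and assigned curve classes.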
# DRD3 agonist = qHTS of D3 Dopamine Receptor Agonist: qHTS | D(3) dopamine receptor (Homo sapiens), P35462 | D3R DiscoveRx beta-arrestin cells, luminescence, 90 min | max activation, % | 410,000 tested, 0.58% active | AID 652048, 2013; in the data active = max activation above about 30%; also: 0% is about no effect; mostly tested at two doses, the higher about 12 µM
# Target sequence (P35462 whole entry, looked up): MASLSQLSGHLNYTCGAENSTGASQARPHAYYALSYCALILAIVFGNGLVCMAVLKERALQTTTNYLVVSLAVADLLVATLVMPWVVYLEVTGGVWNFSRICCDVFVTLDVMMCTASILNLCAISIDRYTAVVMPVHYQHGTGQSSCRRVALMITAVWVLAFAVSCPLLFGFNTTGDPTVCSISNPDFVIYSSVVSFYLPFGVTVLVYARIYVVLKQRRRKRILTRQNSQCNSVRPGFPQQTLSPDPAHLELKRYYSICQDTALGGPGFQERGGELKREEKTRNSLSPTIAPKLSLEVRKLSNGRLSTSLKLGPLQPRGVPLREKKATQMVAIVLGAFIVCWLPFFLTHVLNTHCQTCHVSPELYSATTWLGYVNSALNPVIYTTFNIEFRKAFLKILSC
#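 Cells at 1500/well, incubated overnight, then treated with pinned compounds (dopamine as control) for 90 min at 37 degrees C. DiscoveRx reagent added for 30 - 60 minutes at room temperature; luminescence read.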
# GLP1R cytotox = qHTS of GLP-1 Receptor Inverse Agonists: Cytotox Screen. Potency, µM (doses to about 38.3 µM), inactives show top-dose activity change, negative = inhibition, actives largely listed as inhibitors. HEK293 cAMP-luciferase reporter cells, luminescence, 24 h. 410,000 tested, 0.13% active;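 also: loss of luciferase light is scored as toxicity; potency is read from the fitted curve at half-maximal effect; % is scaled to controls: 0 for no effect and ±100 for the full control effect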
#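 Cells in DMEM/10% Nu serum/1% pen-strep, 1536-well format. Pre-incubated 12 h, dosed with 23 nL compound, incubated a further 24 h. Luciferase detection, 12 min at room temp, luminescence.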
# SW480 rerep = A quantitative high throughput screen for small molecules that induce DNA re-replication in SW480 colon adenocarcinoma cells; SW480 DNA re-replication, Hoechst DNA content imaging, 48 h; Potency, µM (highest dose often 46.1 µM), for the others: at the top dose re-replication activation, most hits filed as activators; 340,000 tested, 1.8% active; AID 624297, 2012; also: potency is read from the fitted curve at half-maximal effect; % of control where 0% means no effect; nearly all actives have a fitted effect of over 55% in size
#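 SW480 cells exposed to compounds for 48 hr at 37 C, 5% CO2, then Hoechst-stained 40 min. Nuclear DNA content imaged by fluorescence scanning (405 nm excitation, 500-530 nm emission); re-replication scored as increased high-intensity nuclei.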
# IL-1B inflam inh = qHTS for Inhibitors of Inflammasome Signaling: IL-1-beta AlphaLISA Primary Screen | AID 743279, 2014 | 360,000 tested, 4.7% active | THP-1 LPS/ATP IL-1B secretion, AlphaLISA, 16 h; active compounds read low | activity change, % at 57.5 µM; in the data active = activity change below about -50%; inconclusive = mostly about -30% to -49%; also: % is scaled to controls: 0 for no effect and ±100 for the full control effect
#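 Secreted IL-1B measured by AlphaLISA bead assay after 16 h compound exposure of THP-1 cells; compounds (final up to 57.5 uM) added 1 h before LPS (250 ng/mL) and ATP (1.25 mM) stimulation; lower signal means less secretion.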
# The depositor's hits bear a star; ? = inconclusive; . = not tested or not shown; [ ] = another dose, or the depositor's remark. Unless noted, calls follow the shape of the dose curve; as a rule, active = well fitted curve in the direction sought with a large enough effect; inconclusive = small, poorly fitted or top-dose-only effect, or another doubt; inactive = no such curve, though single readings can be large; an effect the other way counts as inactive or inconclusive.
SMILES,MCF10A rerep,KB-3-1 cytotox,HT1080NT lethal,KB-V1 MDR tox,HT1080 IDH1KD tx,DRD3 agonist,GLP1R cytotox,SW480 rerep,IL-1B inflam inh
COC(=O)c1c(SC)nc2ccccc2c1OCc1cc(C)ccc1C,.,-4.3%,.,-9.5%,.,5.3,4.7%,.,.
COc1ccc(OC)c(NC(=O)c2cccn2-c2nnc(N3CCCCC3)s2)c1,.,-0.6%,.,6.6%,.,-27.1,1.8%,.,.
O=C(NNC(=O)c1ccccc1O)c1ccc(Cl)cc1,8.8%,?,?,?,?,-1.8,-1.0%,?,242.9
O=C(O)c1ccc(-n2ccnc2)c([N+](=O)[O-])c1,-7.2%,20.8%,17.0%,?,13.4%,2.7,-0.1%,0.6%,-14.2
CCOc1ccc(-c2csc(/C(C#N)=C\c3ccc(O)c([N+](=O)[O-])c3)n2)cc1,?,20.6µM*,14.6µM*,5.17µM*,?,13.2,?,?,-6.2
Cc1cccc(N2CCN(S(=O)(=O)c3ccc4oc(=O)c5ncn(C)c5c4c3)CC2)c1C,.,6.8%,.,-6.2%,.,11.1,-4.6%,.,.
COc1ccc(OCC(=O)Nc2ccc(S(=O)(=O)N3CCCC3)cc2)cc1,0.3%,0.1%,-3.4%,7.0%,8.9%,-2.7,-26.0%,-9.2%,5.0
C/C(Cl)=C/Cc1c(C)[nH]c2ccc(C)cc2c1=O,3.3%,27.1%,25.4%,-3.6%,13.4%,-8.6,0.4%,-15.5%,-10.7
Cn1c(CSc2ncccn2)nnc1SCC(=O)N1CCCc2ccccc21,-5.3%,9.1%,1.0%,9.4%,0.1%,3.1,?,-12.6%,2.0
O=C(COC(=O)c1cc(Br)c(Br)s1)NCCC1=CCCCC1,9.5%,10.7%,-11.9%,16.6%,-5.6%,-6.8,-11.9%,-3.3%,0.0
CCc1cccc2c(-c3csc(=NC)n3C)c[nH]c12,0.8%,-3.3%,-28.4%,-0.5%,-17.7%,-11.6,?,?,-72.7*
CCc1ccc(-c2nc(NC(=S)NC(=O)c3cccs3)sc2C)cc1,-18.3%,13.4%,?,0.9%,3.4%,-7.2,0.1%,20.3%,13.2
Cc1noc(C)c1COc1ccc(C(=O)Nc2ncccc2O)cc1,5.6%,-10.0%,0.4%,?,0.0%,12.8,-13.9%,-0.9%,17.5
O=C(Nc1cccc(C(F)(F)F)c1)c1ccc2sc([C@@H]3O[C@H](CO)[C@H](O)[C@H](O)[C@H]3O)nc2c1,.,0.0%,1.6%,4.0%,6.5%,-2.1,3.9%,.,-4.2
O=C(CSc1ncc(-c2ccccc2)[nH]1)Nc1ccc(F)cc1F,.,8.1%,.,-13.2%,.,-1.0,-2.4%,.,.
CCOC(=O)N1CCC(=NNc2ccc(S(=O)(=O)N3CCOCC3)cc2[N+](=O)[O-])CC1,?,-4.3%,-2.0%,-22.3%,-3.5%,2.1,-27.3%,-3.2%,0.0
Cc1oc(C(C)(C)C)cc1C(=O)Nc1cccc(/C=C/C(=O)O)c1,2.6%,17.2%,-7.5%,11.4%,2.5%,0.1,-13.2%,3.3%,15.1
CC(NC(=O)c1cn(C)c2ccc(S(=O)(=O)N3CCCC3)cc2c1=O)c1ccc2c(c1)OCCO2 (stereo not given),18.8%,-2.8%,9.9%,6.5%,14.5%,3.2,-3.4%,0.6%,-16.3
CNc1nc(-c2ccc3c(c2)CCN3S(=O)(=O)c2ccccc2)c(C)s1,2.1%,-19.6%,-15.8%,-14.7%,?,-6.3,4.4%[7.66 µM],-2.4%,-11.9
CC(=O)c1ccc(NC(=O)CSc2ccsc2[N+](=O)[O-])cc1,-5.9%,3.4%,4.7%,28.9%,-2.3%,2.5,-17.2%,-2.6%,-12.6
COc1ccc(C(=O)Nc2cccc(-c3ccc4nncn4n3)c2)cc1,-8.5%,-9.0%,-9.2%,-11.3%,?,3.7,-15.3%,0.6%,20.6
Cc1ccc(-c2nnn(CC(=O)N(c3cccc(F)c3)C(C(=O)NC3CCCC3)c3ccncc3)n2)o1 (stereo not given),-5.2%,16.8%,9.7%,11.9%,5.5%,-3.1,-3.0%,-16.2%,-0.8
O=C(c1ccc[nH]1)N1O[C@@H]2C=C[C@H]1C2,-5.5%,0.0%,3.1%,0.0%,3.6%,1.3,-1.9%,-1.6%,14.3
CC(OC(=O)CCCc1nc2ccccc2s1)C(=O)NC(N)=O (stereo not given),-0.4%,7.6%,-8.5%,26.6%,-8.7%,-4.5,-4.2%,-3.2%,21.5
CCOc1ccc2nc(NC(=O)c3nc(SC)ncc3Cl)sc2c1,.,3.0%,.,4.1%,.,-5.3,0.6%,.,.
CCCN1CCN(C(=O)Nc2cccc(C(F)(F)F)c2)CC1,-4.9%,0.3%,-0.5%,-1.1%,6.5%,-11.5,-5.2%,1.1%,-9.1
O=S(=O)(NCC(O)c1ccccc1)c1ccc(-c2ccccn2)s1 (stereo not given),?,-12.7%,-6.3%,?,-17.8%,14.4,0.0%,23.1µM*,-9.4
Cc1onc(-c2c(Cl)cccc2Cl)c1C(=O)NC(=S)N1CCOCC1,-7.4%,0.5%,-12.5%,-11.9%,-8.7%,-9.7,?,10.5%,37.7
CC(C(=O)Nc1ccc(S(=O)(=O)N2CCCC2)cc1)N(C)CC(=O)Nc1cccc(F)c1 (stereo not given),?,-14.1%,-15.5%,-24.3%,?,4.5,-11.9%,-10.3%,0.0
CCCCCCCCCCCCCCCC(O)C[N+](C)(C)CCO (stereo not given),?,?,7.2%,-2.1%,-2.0%,-10.6,?,-2.9%,-75.9*

# Given with two lines to a compound: part of the list above.
# Sequence of screens – MCF10A rerep, KB-3-1 cytotox, HT1080NT lethal, KB-V1 MDR tox, HT1080 IDH1KD tx, DRD3 agonist, GLP1R cytotox, SW480 rerep, IL-1B inflam inh
CCc1cccc2c(-c3csc(=NC)n3C)c[nH]c12
    0.8%, -3.3%, -28.4%, -0.5%, -17.7%, -11.6, ?, ?, -72.7*
C/C(Cl)=C/Cc1c(C)[nH]c2ccc(C)cc2c1=O
    3.3%, 27.1%, 25.4%, -3.6%, 13.4%, -8.6, 0.4%, -15.5%, -10.7
Cc1oc(C(C)(C)C)cc1C(=O)Nc1cccc(/C=C/C(=O)O)c1
    2.6%, 17.2%, -7.5%, 11.4%, 2.5%, 0.1, -13.2%, 3.3%, 15.1

# Next part
SMILES,MCF10A rerep,KB-3-1 cytotox,HT1080NT lethal,KB-V1 MDR tox,HT1080 IDH1KD tx,DRD3 agonist,GLP1R cytotox,SW480 rerep,IL-1B inflam inh
Cc1ccc(S(=O)(=O)N2CC3C(=O)C[C@@H](c4ccccc4)N(S(=O)(=O)c4ccccc4Cl)C3CC2c2ccccc2)cc1 (stereo not given in full),.,-17.9%,-0.8%,-21.0%,0.4%,0.3,-5.8%,.,-13.6
O=[N+]([O-])c1c(NCCCO)cc(Sc2nc3ccccc3s2)c2nonc12,?,5.7%,11.2µM*,14.1%,6.31µM*,-67.3,?,?,?
O=C(Nc1nnc(COc2ccccc2)s1)C1CCN(S(=O)(=O)c2ccc(Cl)cc2)CC1,?,4.4%,?,3.3%,?,5.3,?,2.5%,11.6
CC(C)(C)c1ccc(OC2=CS(=O)(=O)c3ccccc32)cc1,26.2%,-11.5%,-14.3%,0.0%,-25.2%,2.2,0.1%,-1.0%[9.22 µM],-26.6
O=C(OCn1ncc(Br)c(Br)c1=O)c1ccccc1Cl,7.94µM*,18.4µM*,8.2µM*,5.8µM*,6.51µM*,-33.1,?,5.62µM*,-99.7*
S=c1[nH]cc(-c2ccc(Cl)cc2)n1-c1ccccc1,8.0%,-3.6%,-25.5%,16.3%,-28.0%,-9.1,?,4.1%,1.4
CCOC(=O)C1CCCN(S(=O)(=O)c2ccc(N3CCCCS3(=O)=O)cc2)C1 (stereo not given),.,2.1%,.,?,.,-6.3,14.5%,.,.
Cc1cccnc1NC(=S)NC(=O)/C=C/c1ccco1,-1.0%,0.0%,17.1%,0.0%,17.4%,8.2,-12.0%,-3.5%,6.6
O=C(NCCCc1nc2ccccc2[nH]1)c1ccc(F)cc1,-7.2%,-2.0%,10.5%,-20.8%,5.7%,-11.9,1.9%,-6.6%,46.1
Cc1ccc(-c2nn(C)c(=O)c3ccccc23)cc1CNC(=O)NC1CCCCC1,0.8%,3.7%,2.5%,-24.2%,-5.3%,-20.3,-7.4%,1.5%,6.5
Cc1c(C(=O)NCc2ccc(S(N)(=O)=O)cc2)oc2ccc(Cl)cc12,26.1%,-11.4%,-16.5%,-17.1%,-2.7%,-3.1,-4.0%[7.66 µM],-0.7%,0.6
CC(C)(CO)NS(=O)(=O)c1ccc2c(c1)Cc1cc(S(=O)(=O)NC(C)(C)CO)ccc1-2,7.7%,1.2%,-26.5%,2.0%,-5.1%,3.2,-2.9%,0.3%,19.9
C=CCn1c(Cc2cccs2)nnc1SCC(=O)NC1CC1,-5.8%,1.6%,?,?,26.4%,2.8,2.7%,0.7%,3.4
O=C(Nc1ccccc1)c1cc(C2CCCCN2C(=O)c2ccccc2)on1 (stereo not given),.,0.0%,18.5%,-13.8%,22.3%,-8.1,-12.0%,.,17.8
CCn1c(C)nc2cc(C(=O)NNC(=S)Nc3ccccc3Cl)ccc21,-1.7%,4.6%,8.3%,-29.2%,-1.6%,-7.3,19.7%,-8.5%,0.0
CC(C)CNC(=O)C(=O)Nc1ccc2c(c1)N(S(=O)(=O)c1cccs1)CCC2,3.1%,-2.7%,-13.0%,-25.4%,-6.6%,-5.0,-4.2%,-28.0%,-5.7
